Assay outcomes as filed in PubChem.
PTPN22 act: LYP (human) phosphatase activation. 0.11% of 96,000 active. activation, % at 2 µM. AID 697. Q9Y2R2. recombinant LYP, DiFMUP fluorescence; 0 = plate median, 100 = signal doubled;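 active means activation at 2 µM above a set limit, the mean plus 5 SD, cut at about 37% in these data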
LYP inh 2: LYP (human) phosphatase inhibition. recombinant LYP catalytic domain, DiFMUP fluorescence. inhibition, % at 2 µM. 0.21% of 96,000 active;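 active means inhibition at 2 µM at or above a set limit, the screen mean plus 3 SD, cut at about 24% in these data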;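 further: 0% = DMSO with enzyme and 100% = enzyme fully blocked by orthovanadate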
cytoskel mod: modifiers of cytoskeleton assembly; AID 836; HUVEC TNFa F-actin phalloidin imaging, high content; inhibition, % at 2 µM; 0.18% of 91,000 active;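 active means inhibition above the batch mean plus 3 SD and confirmed as a hit by visual image inspection, cut at about 30% in these data, passing the limit was not always enough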; further: strong numbers were not always called active
PTK2B oligo ant: Pyk2 (human) oligomerization antagonism; Q14289; Q293 cells, Pyk2 FERM NanoBiT luminescence; stronger effect = lower value; z-score (the deposit names both 25 µM and 10 µM); 0.83% of 99,000 active;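 active means Z-score of -3 or lower, scaled per plate to the spread of control and sample wells; inactive means z-score above -3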;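 further: negative z-score means lost luminescence so less FERM oligomerization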
VCAM1 TNFa inh: reduces TNF alpha induced VCAM1 expression in HUVEC; HUVEC TNFa-induced VCAM-1 immunofluorescence, high-content imaging; inhibition, % at 2 µM; 0.48% of 95,000 active;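 active means inhibition above the batch mean plus 3 SD, with images confirmed as a hit by eye, cut at about 37% in these data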;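 further: 0% = TNF-stimulated DMSO wells and 100% = unstimulated control wells; not every result past the cut was called active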
IL1B cytotox: HUVEC cytotoxicity counter-screen, IL-1B stimulated; 0.41% of 94,000 active; AID 845; cell count reduction, % at 2 µM; HUVEC cell count loss, Hoechst imaging;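 active means cell count reduction more than 3 SD above the screen-wide mean, cut at about 70% in these data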;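 further: normalized per plate to untreated control cells as the no-loss baseline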
ERa coact inh: blocks coactivator binding to human estrogen receptor alpha; P03372; TR-FRET ER-alpha LBD / SRC-1 peptide, estradiol-bound; inhibition, % at 25.6 µM; 1.7% of 86,000 active; AID 629; in the data active means inhibition above about 50%;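 further: 0% = receptor plus peptide control and 100% = peptide only without receptor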
HUVEC tox TNFa: HUVEC cytotoxicity counter-screen, TNF alpha stimulated | 0.17% of 93,000 active | AID 848 | cell count reduction, % at 2 µM | HUVEC TNFalpha-stimulated, Hoechst cell count, imaging;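 active means cell count reduction exceeding the screen mean by over 5 SD, scaled to untreated wells per plate, cut at about 78% in these data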;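 further: cells counted after 24 h of TNF alpha exposure following the 1 h pretreatment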
FAK blocker: FAK (human) kinase inhibition. biochemical FAK kinase activity assay. Q05397. inhibition, %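 (tested at 7 µM)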. 0.84% of 97,000 active; in the data active means inhibition above about 19%;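 further: 0% = DMSO and 100% = reference compound high control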
Target sequence (Q05397 whole entry, looked up): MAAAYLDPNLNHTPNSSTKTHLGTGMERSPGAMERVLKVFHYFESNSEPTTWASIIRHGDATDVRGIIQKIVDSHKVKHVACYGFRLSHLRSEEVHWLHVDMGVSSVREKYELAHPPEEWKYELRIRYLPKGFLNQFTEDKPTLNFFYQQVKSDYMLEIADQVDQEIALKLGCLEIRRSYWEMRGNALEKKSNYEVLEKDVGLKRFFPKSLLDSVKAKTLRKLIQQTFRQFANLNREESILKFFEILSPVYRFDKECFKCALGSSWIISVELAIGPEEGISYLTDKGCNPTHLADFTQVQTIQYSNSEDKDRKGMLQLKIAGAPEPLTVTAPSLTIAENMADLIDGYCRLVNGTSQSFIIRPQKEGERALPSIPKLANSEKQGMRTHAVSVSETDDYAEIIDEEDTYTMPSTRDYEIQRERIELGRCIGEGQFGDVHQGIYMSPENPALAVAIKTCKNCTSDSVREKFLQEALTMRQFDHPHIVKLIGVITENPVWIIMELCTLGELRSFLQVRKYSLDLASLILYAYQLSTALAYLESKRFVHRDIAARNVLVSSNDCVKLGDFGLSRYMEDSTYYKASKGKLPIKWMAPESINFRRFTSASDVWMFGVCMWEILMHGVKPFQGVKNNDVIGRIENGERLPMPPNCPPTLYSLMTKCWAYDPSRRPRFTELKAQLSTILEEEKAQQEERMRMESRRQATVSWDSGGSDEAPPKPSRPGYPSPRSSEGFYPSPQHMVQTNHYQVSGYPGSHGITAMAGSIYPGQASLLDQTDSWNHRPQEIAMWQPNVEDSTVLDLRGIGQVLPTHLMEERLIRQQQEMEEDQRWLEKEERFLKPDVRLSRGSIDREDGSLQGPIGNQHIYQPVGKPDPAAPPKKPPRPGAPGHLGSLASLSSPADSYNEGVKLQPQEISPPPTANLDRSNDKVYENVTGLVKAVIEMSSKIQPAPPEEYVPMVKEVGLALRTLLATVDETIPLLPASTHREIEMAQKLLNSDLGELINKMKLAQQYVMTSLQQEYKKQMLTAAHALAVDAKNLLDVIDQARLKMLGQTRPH
Numbers without * were called inactive; . = not tested or not shown; [ ] = another dose, or the depositor's remark.

SMILES	PTPN22 act	LYP inh 2	cytoskel mod	PTK2B oligo ant	VCAM1 TNFa inh	IL1B cytotox	ERa coact inh	HUVEC tox TNFa	FAK blocker
CC(/C=N/NC(=O)Cc1cccn1C)=C\c1ccco1	3.1	0.1	-3.8	-0.33	-7.6	-17.4	.	12.5	-5.2
CCCCCCC(=O)c1c(C)[nH]c(C(=O)OCC)c1C	-2.2	8.1	-13.1	-1.6	-22.6	25.5	0.8	17.7	9.8
Oc1ccc(Cl)cc1/C=N/c1nccs1	2.5	-2.5	13.6	-0.2	10.7	-19.4	0.2	-17.6	-3.1
O=C(O)CCC(=O)Nc1cccc(C(=O)Nc2cccc(Cl)c2)c1	4.0	0.7	21.6	-0.21	-4.2	-14.3	.	0.8	2.4
Cc1c(NS(=O)(=O)c2cccs2)c(=O)n(-c2ccccc2)n1C	2.4	-4.8	35.6	-0.71	10.9	-2.4	-12.5	-12.5	-5.4
CCCCOC(=O)n1c(SCC(=O)N(CC)CC)nc2ccccc21	-4.8	1.7	-11.0	-0.29	16.0	3.0	-1.5	-7.2	8.7
CCOC(=O)c1c(C)oc2c1c(C(c1ccncc1)N1CCOCC1)c(O)c1ccccc12 (configuration not stated)	-0.9	4.2	13.0	.	13.9	19.2	67.9*[fluorescence artefact?]	38.8	5.5
CCCCNC(=S)NNC(=O)c1cc(C)on1	-14.2	16.0	11.2	1.3	3.6	-10.0	.	-7.2	-1.8
O=C(Cc1cccs1)Nc1ccc2c(c1)C(=O)OC2	2.0	-5.6	6.6	-0.13	6.6	-12.5	-0.7	-23.6	-0.5
O=C(CC1SC2=NCCN2C1=O)Nc1ccccc1 (configuration not stated)	-2.5	1.8	-23.0	-0.11	10.4	-101.9	-5.7	-41.4	3.3
CCOC(=O)CSc1nc2ccccc2c(=O)n1CCC(=O)NCCc1ccc(OC)c(OC)c1	3.4	-3.1	4.2	0.69	-0.4	-2.5	20.8[fluorescence artefact?]	-7.1	1.2
CC(C)(C)n1nnnc1C(c1cccs1)N1CCN(Cc2ccc3c(c2)OCO3)CC1 (configuration not stated)	2.6	0.4	-10.5	-0.26	15.3	-13.9	-2.2	-3.7	0.3
Cc1ccc2c(c1)C1OCCC1C1N2C(=O)C2C(C(=O)O)C3C=CC21O3 (configuration not stated)	-2.7	-1.7	7.7	0.37	4.9	18.0	6.0	4.1	0.5
CCCCN(CC)C(=O)Cn1ncc2c1-c1cc(C)ccc1OC2	4.1	-7.6	5.1	.	-11.9	8.1	-6.5[fluorescence artefact?]	7.7	9.5
O=C(NC1CCCCC1)C1CC(=O)N(c2ccc(Cl)cc2)C1 (configuration not stated)	-0.1	-2.7	-17.6	.	18.3	14.0	-0.5	17.4	8.5
O=C(CNC(=O)c1cccc(Br)c1)NCCc1nc2ccccc2[nH]1	3.7	-2.8	8.2	-0.14	9.2	3.4	-8.1	9.3	-1.6
CC(C)CC(NC(=O)COc1ccccc1)C(=O)O (configuration not stated)	1.2	-2.8	23.1	.	7.9	-5.1	2.8	-39.0	0.6
NC(=O)COC(=O)CCCc1c[nH]c2ccccc12	-3.7	3.1	-55.8	0.04	93.9*	13.6	2.5	79.3*	1.4
C=CCn1c(CNC(=O)CCC)nc2ccccc21	-8.4	9.6	9.4	-0.08	26.5	32.1	4.0[fluorescence artefact?]	15.7	2.5
Fc1ccc(NCc2ccccc2F)cc1Cl	5.6	-3.1	11.1	0.03	10.9	-37.9	.	-17.7	-3.5
CC(=O)c1cnc2c(-c3ccc(Cl)cc3)c(C)nn2c1C	0.4	0.2	-14.0	0.62	15.9	-28.4	-6.3[fluorescence artefact?]	.	-0.2
CCn1c(C)c(/C=N/Nc2nc3ccccc3s2)c2ccccc21	-4.6	7.0	0.0	-0.98	28.1	-17.1	3.5	10.3	-0.1
CCOC(=O)C1CCN(Cc2cnc(NC(=O)OC)s2)CC1	3.0	-1.7	8.9	0.15	-6.1	-3.3	-0.4	3.5	2.9
COC(=O)c1ccc(COC(=O)c2c(C)nn(Cc3ccccc3Cl)c2Cl)o1	-0.8	4.5	11.4	-0.56	16.4	-29.6	0.8	-6.8	2.1
Oc1cccc(Nc2nc(NCC3CCCO3)c3ccccc3n2)c1 (configuration not stated)	3.3	0.5	14.9	-1.19	11.0	9.9	7.2	-15.0	9.1
O=C(CSc1nnc(COc2cccc3cccnc23)o1)c1ccc(F)cc1	-0.1	-1.0	-25.9	0.21	-16.0	43.9	0.0	7.5	4.6
CCOC(=O)N1CCN(C(=O)CS(=O)(=O)Cc2nc(-c3ccccc3C)oc2C)CC1	1.0	-3.5	12.0	.	9.4	-23.8	.	-13.0	-10.6
Cc1cc2nc(-c3cccc(NC(=O)c4ccc(Br)o4)c3C)oc2cc1C	1.9	-2.8	-12.4	-0.23	15.3	31.9	-5.0	-20.6	3.3
O=C(Nc1ccccc1C(=O)Nc1ccc2c(c1)OCO2)c1ccco1	3.5	-1.3	-6.4	-0.45	19.1	-3.7	4.5	-15.7	2.9
CCN(C(=O)CN1CCN(C)CC1)c1cccc2ccccc12	9.6	-9.0	-18.1	-0.38	29.9	19.8	-1.1[fluorescence artefact?]	16.7	-3.3
CCOC(=O)C(NC(C)=O)(OCc1ccc(F)cc1)C(F)(F)F (configuration not stated)	7.0	-4.0	5.6	0.09	9.9	31.2	-1.8[fluorescence artefact?]	11.3	2.4
CC(=O)Nc1cccc(Oc2cc(C#N)c(C#N)cc2N2CCOCC2)c1	-4.6	1.8	8.8	2.21	17.9	-21.7	9.0	-19.0	-0.1
O=C(O)Cn1nnc(-c2cccs2)n1	1.8	1.5	-31.9	1.5	-3.5	-3.2	-9.0[fluorescence artefact?]	-8.4	-8.3
Clc1ccc(-c2nnc(-c3ccccc3)o2)c(Cl)c1	-5.3	2.4	-7.0	-1.78	-13.7	-0.4	11.9	-18.1	-4.6
CCCS(=O)(=O)N1CCCC(C(=O)NCCCN2CCN(c3cccc(Cl)c3)CC2)C1 (configuration not stated)	5.5	-6.5	3.6	0.45	3.8	-85.9	.	6.4	-3.1
COc1ccc(C(OC(=O)c2cccs2)C(=O)NCC2CCCO2)cc1 (configuration not stated)	-4.4	5.9	6.7	-0.45	3.3	-27.3	.	-9.5	-5.8
Cc1ccc(S(=O)(=O)NC(C)CCc2ccccc2)cc1 (configuration not stated)	-7.4	12.0	8.5	-0.71	-4.3	23.4	.	9.6	2.9
COc1c(F)c(F)c(C(=O)Nc2ccccc2N2CCN(C(C)=O)CC2)c(F)c1F	6.8	-8.3	-8.8	0.38	-6.8	11.5	-8.4[fluorescence artefact?]	-2.5	2.0
O=C(CSc1cc(Cl)ccc1Cl)NCC1CCCO1 (configuration not stated)	1.2	-3.3	-19.6	0.78	-7.4	-29.0	.	-11.4	0.5
CCCCn1c(-c2ccncc2)nc2c1c(=O)[nH]c(=O)n2CC(C)C	6.4	-4.3	10.0	-1.6	-3.2	-9.7	-5.1	-12.7	0.3

3 compounds out of the list above, sorted by the value under VCAM1 TNFa inh, ascending:
mol	PTPN22 act	LYP inh 2	cytoskel mod	PTK2B oligo ant	VCAM1 TNFa inh	ERa coact inh	FAK blocker
Clc1ccc(-c2nnc(-c3ccccc3)o2)c(Cl)c1	-5.3	2.4	-7.0	-1.78	-13.7	11.9	-4.6
O=C(O)Cn1nnc(-c2cccs2)n1	1.8	1.5	-31.9	1.5	-3.5	-9.0[fluorescence artefact?]	-8.3
CCCCn1c(-c2ccncc2)nc2c1c(=O)[nH]c(=O)n2CC(C)C	6.4	-4.3	10.0	-1.6	-3.2	-5.1	0.3

More records.
SMILES	PTPN22 act	LYP inh 2	cytoskel mod	PTK2B oligo ant	VCAM1 TNFa inh	IL1B cytotox	ERa coact inh	HUVEC tox TNFa	FAK blocker
Cc1nc2c(C(=O)N3CCOCC3)cnn2c(C)c1Cc1cccc(Cl)c1	-4.0	5.6	5.6	.	-16.3	5.4	8.7	1.5	7.1
COc1cccc(N2C(=O)C(CC(=O)Nc3ccccc3)N(C3CCCCC3)C2=O)c1 (configuration not stated)	-0.2	-0.5	6.6	-1.18	11.8	7.2	.	-28.6	4.0
O=C(Nc1ccccc1C(F)(F)F)c1ccc(F)c(S(=O)(=O)N2CCOCC2)c1	-11.3	10.8	-4.8	0.38	0.8	7.4	2.9	-25.7	0.9
COc1cccc(NC(=O)C2CCCN(S(=O)(=O)c3cccc4cccnc34)C2)c1 (configuration not stated)	-3.1	1.4	1.2	.	3.6	16.4	-3.6	-4.7	-5.6
Cc1ccc(C(=O)N2c3ccccc3N(Cc3ccccc3)C(=O)C2(C)C)cc1	3.4	-2.0	-5.4	-1.27	11.8	-9.6	2.5	13.9	-5.9
Cn1c(=O)c(-c2ccccc2)nn2c3ccccc3nc12	-4.2	7.1	4.3	-0.01	12.4	0.0	0.2	-12.0	-2.6
CCOC(=O)C1CCN(c2cc(=O)n(C3CCCCC3)c(=O)[nH]2)CC1	0.9	-2.4	-4.2	0.41	10.7	-15.2	-17.2	-20.9	-3.9
COCCOC(=O)c1[nH]c2c(c1C)C(=O)CC(c1ccc(N(C)C)cc1)C2 (configuration not stated)	3.4	0.7	.	1.01	.	14.9	0.2	.	9.7
Cn1c(=O)n(CC#N)c2ccccc21	1.9	0.5	-20.7	1.46	9.2	-22.6	.	14.0	1.6
Cc1ccc(-n2c(N)c(C#N)c(-c3ccc(Cl)cc3)c(C#N)c2=O)cc1	4.6	0.8	-26.5	0.04	10.5	-13.3	.	18.3	-2.2
Cc1nc(C)n(CC(O)COc2ccc3c(c2)CCC3)n1 (configuration not stated)	5.5	-10.2	-6.4	0.55	-2.1	-7.8	7.2	-18.6	-1.7
CC1=C(C(=O)OC(C)C)C(c2coc3ccccc3c2=O)C2=C(CCCC2=O)N1 (configuration not stated)	-0.2	-0.7	3.0	0.15	9.7	8.9	-7.5	3.1	0.5
CCOC(=O)Cc1[nH]nc2c1C(c1cc(OC)ccc1OC)C(C#N)=C(N)O2 (configuration not stated)	-1.8	0.8	11.8	0.5	-2.0	-1.0	13.8	1.6	24.7*
COc1ccccc1C(=O)N/C(=C/c1ccc(Br)cc1)C(=O)NCC(=O)O	-3.3	5.4	11.3	0.51	8.6	-14.5	.	-22.2	-1.7
Cc1ccccc1NC(=O)C1CCCN(S(=O)(=O)c2cnc[nH]2)C1 (configuration not stated)	-2.3	0.7	15.8	.	8.2	-18.2	10.7	46.9	4.5
O=C(c1cc2ccccc2oc1=O)N(Cc1cccs1)Cc1ccccc1Cl	-8.8	8.3	-1.3	-2.67	10.4	93.5*	-1.3	-3.5	6.6
CCOc1cc2[nH]c(=S)n(Cc3ccc(C(=O)NCCOC)cc3)c(=O)c2cc1OCC	1.2	-0.8	3.4	-0.29	-5.1	.	31.6[fluorescence artefact?]	-18.1	1.9
CN(C)S(=O)(=O)c1ccc(C(=O)Nc2ccc(CCC(=O)N3CCCC3)cc2)cc1	-10.3	9.2	20.1	0.22	10.8	-21.5	-13.7	-34.3	0.1
Cc1csc(SCC(=O)c2c(N)n(CC(C)C)c(=O)n(C)c2=O)n1	0.5	0.5	-2.4	-1.09	9.9	-0.5	-11.1	-7.8	-0.5
CC(=O)NC12CC3CC(C1)CC(C(=O)Nc1nccs1)(C3)C2	-7.1	6.9	-12.7	-1.3	14.0	-17.1	3.1	-29.0	-0.7

Two of these compounds, reformatted:
compound: CCOC(=O)Cc1[nH]nc2c1C(c1cc(OC)ccc1OC)C(C#N)=C(N)O2 (configuration not stated)
  PTPN22 act: -1.8; LYP inh 2: 0.8; cytoskel mod: 11.8; PTK2B oligo ant: 0.5; VCAM1 TNFa inh: -2.0; IL1B cytotox: -1.0; ERa coact inh: 13.8; HUVEC tox TNFa: 1.6; FAK blocker: 24.7*

compound: COc1ccccc1C(=O)N/C(=C/c1ccc(Br)cc1)C(=O)NCC(=O)O
  PTPN22 act: -3.3; LYP inh 2: 5.4; cytoskel mod: 11.3; PTK2B oligo ant: 0.51; VCAM1 TNFa inh: 8.6; IL1B cytotox: -14.5; ERa coact inh: .; HUVEC tox TNFa: -22.2; FAK blocker: -1.7
